High-throughput results deposited in PubChem BioAssay by several laboratories.
MEKK3 PB1 HTS = modulators (inhibitors or enhancers) of MEK5 binding to human MEKK3 PB1 domain; bead-based flow cytometry, Alexa488-MEK5 binding to MEKK3; actives lie on both sides; 0 = blocked by unlabeled MEK5, 100 = vehicle; binding response (% of control), % at 10 µM; 290,000 compounds, 1.4% hits; Q99759;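 active = binding response more than 3 SD above or below the average of its plate-row segment, actives on both sides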;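 also: Alexa488 bead fluorescence after subtracting the streptavidin-only scavenger bead signal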
PHOSPHO1 block = PHOSPHO1 (human) inhibition; Q8TCT1; recombinant PHOSPHO1, absorbance phosphatase assay; inhibition, % at 13.3 µM; 290,000 compounds, 1.1% hits; AID 1565; in the data active = inhibition above about 60%
Target sequence (Q8TCT1 whole entry, looked up): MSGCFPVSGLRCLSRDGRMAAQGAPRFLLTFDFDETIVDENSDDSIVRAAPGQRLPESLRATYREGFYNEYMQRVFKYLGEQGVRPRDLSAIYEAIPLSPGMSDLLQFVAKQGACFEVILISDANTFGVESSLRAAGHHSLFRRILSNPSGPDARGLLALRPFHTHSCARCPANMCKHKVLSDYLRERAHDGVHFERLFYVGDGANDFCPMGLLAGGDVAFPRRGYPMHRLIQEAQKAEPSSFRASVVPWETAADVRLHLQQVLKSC
MEKK2mut PB1 HTS = signal of MEK5 binding to mutant human MEKK2 PB1 domain; percent response, % at 10 µM; bead flow cytometry, Alexa488-MEK5 binding to MEKK2 mutant; AID 1530; 290,000 compounds, 0.35% hits; in the data active = percent response above about 24%, passing the limit was not always enough; also: inactives centre near 1; some results filed as inactive read as strong as hits; reference of the scale not given here
FID counter = counter-screen for HCV NS3 helicase inhibitors: DNA intercalator displacement. DNA fluorescent intercalator displacement, fluorescence. inhibition, % at 7.9 µM. 290,000 compounds, 0.17% hits. AID 1845; in the data active = inhibition above about 37%;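 also: 0% = vehicle and 100% = reference compound; higher means more ethidium bromide displaced from hairpin DNA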
NALP1 inh = NALP1 inhibition. S. cerevisiae NALP1/ASC/caspase-1 growth, X-gal OD620, 72 h. inhibition, % at 10 µM. 280,000 compounds, 0.61% hits; in the data active = inhibition mostly above about 24%, no sharp cut-off; inactive = mostly below about 32%; also: some compounds called inactive have numbers as strong as hits
GPR7 antag = blocks human GPR7 receptor signaling; inhibition, % at 4.4 µM; P48145; GPR7-expressing cells, fluorescence antagonist assay; 290,000 compounds, 1.1% hits; in the data active = inhibition above about 16%, passing the limit was not always enough;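 also: cells stimulated with the agonist NPW; 0% = agonist with vehicle and 100% = vehicle without agonist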
PfM18AAP inh = blocks P. falciparum M18 aspartyl aminopeptidase | recombinant PfM18AAP, H-Glu-NHMec fluorogenic cleavage | inhibition, % at 7.35 µM | 290,000 compounds, 1.2% hits | AID 1822;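 active = inhibition above the campaign mean inhibition over all tested compounds plus 3 SD, cut at about 28% in these data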;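 also: 0% = plate median of test compound wells and 100% = 2 mM ZnCl2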
MEKK2 WT-MEK5 = raises or lowers MEK5 binding to wildtype human MEKK2 PB1 domain; bead flow cytometry, Alexa488-MEK5 binding to MEKK2 WT; actives lie on both sides; binding response (% of control), % at 10 µM; Q9Y2U5; 290,000 compounds, 1.1% hits; in the data active = binding response below about 67% or above about 130%
OXTR agonist = agonists of human oxytocin receptor; activation, % at 3 µM; P30559; CHO-OTR cells, Fluo-8 calcium fluorescence; normalized: DMSO 0%, oxytocin 100%; 320,000 compounds, 0.32% hits;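 active = activation above the mean of all tested compounds plus 3 SD, cutoff set per screening run, cut at about 20% in these data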;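 also: peak over basal fluorescence ratio from a 100 s FLIPR kinetic read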
Target sequence (P30559 whole entry, looked up): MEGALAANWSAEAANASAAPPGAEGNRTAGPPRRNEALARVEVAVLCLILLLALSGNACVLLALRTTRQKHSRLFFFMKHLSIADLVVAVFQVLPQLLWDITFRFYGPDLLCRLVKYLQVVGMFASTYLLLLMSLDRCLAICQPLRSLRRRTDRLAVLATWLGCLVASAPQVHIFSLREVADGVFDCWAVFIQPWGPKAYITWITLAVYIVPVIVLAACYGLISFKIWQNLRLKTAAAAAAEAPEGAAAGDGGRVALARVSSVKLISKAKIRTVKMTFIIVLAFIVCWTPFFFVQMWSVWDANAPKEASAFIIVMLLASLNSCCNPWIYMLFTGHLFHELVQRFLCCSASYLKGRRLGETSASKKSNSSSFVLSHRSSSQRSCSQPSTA
Starred values were filed as active, the others as inactive; · = not tested or not shown; [ ] = dose if it differs, or a comment. Hits appear at their usual frequency, and some 6.2% of all compounds hit somewhere here.

nr	Structure	MEKK3 PB1 HTS	PHOSPHO1 block	MEKK2mut PB1 HTS	FID counter	NALP1 inh	GPR7 antag	PfM18AAP inh	MEKK2 WT-MEK5	OXTR agonist
1	Cc1cc(/C=C2\SC(=Nc3ccccc3)NC2=O)c(C)n1-c1ccc(S(N)(=O)=O)cc1	106	24	4	-11	10	-14	-5	104	-0.3
2	N#CC(C(=O)NCc1ccco1)c1nc2ccccc2nc1N1CCOCC1 (stereo unspecified)	92	25	-4	-5	19	-10	1	89	-0.8
3	N#Cc1cn(CC(=O)NCC2CCCO2)c2ccccc12 (stereo unspecified)	103	-6	5	-3	1	-16	-2	102	0.1
4	C/C(=N\NC(=O)c1nnn(-c2nonc2N)c1CN1CCCCCC1)c1ccc(Br)cc1	101	20	1	-11	2	-22	-3	95	-0.8
5	Cc1ccc(C(=O)N2CCN(Cc3ccc4c(c3)OCO4)CC2)cc1[N+](=O)[O-]	99	51	-1	-5	11	1	-8	97	0.0
6	Cc1cccc2c(CC(=O)Nc3ccccc3)noc12	114	4	8	-4	18	-8	2	112	-0.5
7	O=C(COC(=O)CCCSc1nc2ccccc2[nH]1)NC(=O)NC1CCCC1	103	2	6	-19	-13	4	-9	100	1.9
8	COc1ccc(CC(=O)OCC(=O)Nc2ncc(Cl)cc2Cl)cc1	101	14	1	-10	-5	-5	-2	101	0.0
9	CCC1SC2=NC(C)=C(C(=O)OCCOC)C(c3ccc(C(=O)OC)cc3)N2C1=O (stereo unspecified)	105	-8	3	-20	-1	10	-2	108	-1.0
10	CCN(CC)S(=O)(=O)c1ccc(N/N=C/c2cccnc2)nc1	103	14	5	-13	·	11	20	102	0.4
11	Cc1ccc(-c2noc(CN(C)C(=O)Nc3ccc(F)cc3)n2)cc1	102	43	-1	-10	23	-5	-18	100	1.6
12	CCCCC1(C)OC(=O)C(=Cc2ccc(-c3ccc(Cl)c(C(=O)O)c3)o2)C(=O)O1 (stereo unspecified)	94	86*	-6	-8	23	15	25	96	1.6
13	O=C(c1ccc(COc2ccccc2[N+](=O)[O-])o1)N1CCCCC1	102	18	4	-11	2	-2	6	103	-1.6
14	Cc1cccc2cc(CN(CCN(C)C)C(=S)Nc3ccccc3)c(=O)[nH]c12	101	-22	0	4	13	-4	-5	102	-0.1
15	O=C(CSc1nnc(SCc2ccc(Cl)cc2)s1)N/N=C/c1ccccc1C(=O)O	100	18	0	-25	·	-18	0	93	-1.1
16	CCCC1=C([O-])C2N=CC=CC2=[N+](c2ccccn2)C1=O (stereo unspecified)	118	3	-1	4	22	2	-3	100	0.3
17	COc1cc(OC)cc(C(=O)N2CCCC(Nc3ccc(F)cc3)C2)c1 (stereo unspecified)	100	36	-3	-30	0	28*	0	100	-1.1
18	Cc1cccc(C)c1NC(=O)CNC(=O)c1c(C)nn(C)c1Cl	101	28	-3	0	-17	-6	0	97	1.7
19	COc1ccc([N+](=O)[O-])cc1NC(=O)c1ccc(N2C(=O)CCC2=O)cc1	111	44	5	4	·	-8	3	108	-0.5
20	N#Cc1c(C(F)(F)F)cc(-c2cccs2)nc1SC(C(=O)O)c1ccccc1 (stereo unspecified)	109	·	9	-8	·	-12	-5	106	0.2

Reprinted: compounds 1 to 2
nr	Structure	MEKK3 PB1 HTS	PHOSPHO1 block	MEKK2mut PB1 HTS	FID counter	NALP1 inh	GPR7 antag	PfM18AAP inh	MEKK2 WT-MEK5	OXTR agonist
1	Cc1cc(/C=C2\SC(=Nc3ccccc3)NC2=O)c(C)n1-c1ccc(S(N)(=O)=O)cc1	106	24	4	-11	10	-14	-5	104	-0.3
2	N#CC(C(=O)NCc1ccco1)c1nc2ccccc2nc1N1CCOCC1 (stereo unspecified)	92	25	-4	-5	19	-10	1	89	-0.8

The listing picks up, starting five compounds before the break.
nr	Structure	MEKK3 PB1 HTS	PHOSPHO1 block	MEKK2mut PB1 HTS	FID counter	NALP1 inh	GPR7 antag	PfM18AAP inh	MEKK2 WT-MEK5	OXTR agonist
16	CCCC1=C([O-])C2N=CC=CC2=[N+](c2ccccn2)C1=O (stereo unspecified)	118	3	-1	4	22	2	-3	100	0.3
17	COc1cc(OC)cc(C(=O)N2CCCC(Nc3ccc(F)cc3)C2)c1 (stereo unspecified)	100	36	-3	-30	0	28*	0	100	-1.1
18	Cc1cccc(C)c1NC(=O)CNC(=O)c1c(C)nn(C)c1Cl	101	28	-3	0	-17	-6	0	97	1.7
19	COc1ccc([N+](=O)[O-])cc1NC(=O)c1ccc(N2C(=O)CCC2=O)cc1	111	44	5	4	·	-8	3	108	-0.5
20	N#Cc1c(C(F)(F)F)cc(-c2cccs2)nc1SC(C(=O)O)c1ccccc1 (stereo unspecified)	109	·	9	-8	·	-12	-5	106	0.2
21	Cc1noc(C)c1C(=O)NCCCN1CCCC1=O	98	-3	0	-1	9	-9	-9	97	0.9
22	O=C(CN1C(=O)CSc2ccccc21)N1CCc2ccccc21	·	-10	·	-12	5	-2	-6	·	0.2
23	COc1cc(/C=N/NC(=S)N/N=C/c2cc(OC)c(OC)c(OC)c2)cc(OC)c1OC	100	-1	-1	4	24	-5	10	99	1.9
24	CCOC(=O)CN1C(=O)NC2NC(=O)NC21 (stereo unspecified)	94	14	-4	-5	30	-5	-3	96	0.3
25	Cc1[nH]n(-c2ccccc2)c(=O)c1C(c1cccc([N+](=O)[O-])c1O)c1c(C)[nH]n(-c2ccccc2)c1=O	101	-24	-1	-8	50	8	10	100	8.9
26	CC(=O)Nc1ccc(S(=O)(=O)N(C)CC(=O)Nc2ccccc2N2CCOCC2)cc1	107	1	9	-4	-5	-4	-5	108	-0.1
27	CCCC(=O)Nc1nnc(CCc2ccccc2)s1	100	19	-10	-20	24	5	-2	99	-0.5
28	Cc1cc(S(=O)(=O)N2CCCC2)ccc1OCC(=O)NCc1ccccc1	96	18	-3	-43	9	-7	-13	96	0.6
29	O=Cc1cn(CCOc2ccccc2F)c2ccccc12	103	34	3	-10	13	-1	-11	99	·
30	O=C(NCCOc1ccccc1)C(=O)c1c[nH]c2ccccc12	91	37	-2	-3	·	-2	1	93	3.1
31	COc1ccc2nc(C)cc(N/N=C/c3ccc(F)cc3)c2c1	69*[inhibitor]	-12	59*	23	18	0	4	160*	0.2
32	COc1ccccc1N(CC(=O)NCCSc1ccccc1)S(=O)(=O)c1ccccc1	104	-52	8	-46	-1	-6	-2	108	1.1
33	Cc1cc2cc(CNC(=S)NC3CCCCC3)ccc2[nH]1	115	-10	-1	-1	-4	-9	4	108	0.5
34	Cc1cccc(N(C)C(=O)c2cc(S(=O)(=O)N3CCc4ccccc43)cn2C)c1	102	18	-2	-46	-9	5	0	98	-1.4
35	O=C(N/C=N/OCc1ccc(Cl)cc1Cl)NOCc1ncc(C(F)(F)F)cc1Cl	105	-11	2	-16	20	-8	2	108	0.0
36	N#CC(c1ccc(Cl)nn1)c1c(F)cccc1Cl (stereo unspecified)	102	-5	2	-4	0	-1	-3	102	-0.4
37	O=C(c1ccc2c(c1)OCO2)N1CCN(c2ccc(C(F)(F)F)cn2)CC1	99	4	-3	-12	·	4	4	102	4.9
38	O=C(N/N=C/c1ccc([N+](=O)[O-])cc1)c1cccc2cc[nH]c12	69	-12	-11	6	4	12	11	80	0.8
39	CC(=O)c1cccc(NC(=O)Nc2ccc(C)cc2)c1	107	7	5	-2	8	-1	7	104	3.2
40	Cc1ccc(N(CC(=O)Nc2cccc(N(C)S(C)(=O)=O)c2)S(C)(=O)=O)cc1	103	7	5	-11	36	0	2	102	0.1
41	COc1cccc(-c2csc(N3CCN(C(=O)NC45CC6CC(CC(C6)C4)C5)CC3)n2)c1	108	-18	5	-7	-1	-11	0	105	-2.4
42	NC(=O)C1CCCN1 (stereo unspecified)	101	11	1	-1	-1	-10	-6	103	-0.9
43	C=CCNC(=O)C1CCC(=O)N1S(=O)(=O)c1ccc(C)cc1 (stereo unspecified)	100	-1	0	1	-7	0	2	104	0.4
44	CC(c1nnnn1C1CCCCC1)N(Cc1ccccc1)Cc1cccnc1 (stereo unspecified)	104	2	11	-43	-5	-13	-9	102	-2.0
45	C/C(=N/NC(=O)c1ccc(-c2ccccc2)cc1)c1cccc(O)c1	97	32	-6	-19	4	-5	0	91	·
46	CC(Sc1nc(NCc2ccccc2)nc(N2CCOCC2)n1)C(=O)Nc1ccccc1 (stereo unspecified)	99	-28	-1	-7	-6	3	1	96	2.1
47	O=C(NC1CCCCCCC1)NC1CCCCC1	101	49	2	-15	10	4	6	104	-1.3
48	Cc1ccc(NC(=O)C2Cc3ccccc3CN2C(=O)c2ccco2)cc1S(=O)(=O)N(C)C (stereo unspecified)	98	6	-4	-29	13	-8	-5	98	1.5
49	O=S(=O)(NCc1cccnc1)c1ccc(Cl)c(Cl)c1	100	-2	8	-5	8	16	3	101	1.7
50	CC(C)CN1C(=O)c2ccc(C(=O)NCc3ccc4c(c3)OCO4)cc2C1=O	104	0	0	0	7	-6	0	104	0.4
51	CC(C)Nc1nnc(SCc2cc(=O)n3ccsc3n2)s1	97	-10	-3	-7	-2	25*	16	93	-1.2
52	NC(=O)CSc1nnc(NC(=O)C23CC4CC(CC(C4)C2)C3)s1	98	30	1	-20	-2	-6	3	98	0.4
53	CN(C)C(=O)C#Cc1ccccc1	104	20	10	-2	-2	12	-2	99	-0.1
54	O=C(CSc1nncn1-c1ccccc1)Nc1cccc(S(=O)(=O)N2CCCCC2)c1	102	-13	-1	-3	-6	-5	-3	98	-1.6
55	O=C(COC(=O)/C=C/c1ccco1)NCc1ccco1	101	40	-7	-3	20	4	2	95	-1.1
56	Fc1cc(F)cc(NC(=S)NCCCN2CCOCC2)c1	96	20	0	12	-5	-9	-5	102	1.2
57	O=c1c2cnn(-c3ccccc3)c2nnn1Cc1ccccn1	100	10	10	-8	6	6	-3	102	0.0
58	CCc1ccc(OCC(=O)N/N=C(\C)c2ccccc2OC(F)F)cc1	94	-2	-4	-28	24	7	-5	97	-2.1
59	O=C(CNCc1ccccc1)Nc1ccc(Oc2ccccc2)cc1	106	46	-3	-10	16	12	-7	130	-0.8
